# Screening results deposited in PubChem by National Center for Advancing Translational Sciences (NCATS).
# aGlu spleen mod = lysosomal alpha-glucosidase (human) modulation; P10253; human spleen homogenate, 4-MU-alpha-glucoside fluorescence; Potency, µM (titrated, usually from 79.9 µM), inactives show at the highest dose activity change, negative = inhibition, actives largely listed as inhibitors; 240,000 compounds, 0.006% hits;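 note: potency is the fitted concentration of half-maximal effect; 0% = enzyme with vehicle and -100% = no enzyme basal signal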
#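 Human spleen homogenate (1 ug) with 4-methylumbelliferyl-alpha-D-glucopyranoside (1 mM final) in 50 mM citrate/phosphate pH 5.0, 0.01% Tween-20; 40 min at 37 C. Stopped at pH 10; 4-MU fluorescence Ex 365/Em 440 nm; AC50 by Hill fit.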
# HTT ATP protect = cytoprotection in Huntington HTT-Q103 PC12 cell model | 230,000 compounds, 0.14% hits | PC12 HTT-Q103 induced, cytoprotection, ATP luminescence, 40 h | Potency, µM (titrated, usually from 56.4 µM), for inactives: cytoprotection (ATP increase), actives largely listed as activators;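 note: potency is the fitted concentration of half-maximal effect; % of control where 0% means no effect; nearly all actives have a fitted effect of over 45% in size; toxic huntingtin expression switched on by the ecdysone agonist tebufenozide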
#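 Compounds were screened for protection of PC12 cells against cell death after tebufenozide induction (100 nM final) of mutant Huntingtin exon 1 (Q103) fused to GFP.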
# HttQ103 aggreg = reduces HttQ103-GFP aggregates in PC12 cells; 220,000 compounds, 1.1% hits; Potency, µM (titrated, usually from 46.1 µM), for the others: top-dose activity change, negative = inhibition, usual class: inhibitors; AID 1688; PC12 HttQ103-GFP aggregates, Acumen cytometry, 40 h; note: potency is the fitted concentration of half-maximal effect; % is set by controls: 0 for no effect and ±100 for the full control effect; nearly all actives have a fitted effect of over 60% in size
#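 Using laser scanning cytometry, GFP-positive aggregates were counted after lysis of PC12 cells induced with 100 nM tebufenozide to express HTT exon 1 Q103–GFP. Compounds were tested in titration.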
# GAA glycogen mod = alters human alpha-glucosidase cleavage of glycogen | P10253 | AID 2100 | recombinant GAA, glycogen substrate, Amplex Red glucose oxidase fluorescence | Potency, µM (highest dose often 76.4 µM), inactives show at the highest dose activity change, negative = inhibition, most hits filed as inhibitors | 300,000 compounds, 0.38% hits;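 note: potency is the fitted concentration of half-maximal effect; 0% = full enzyme reaction and -100% = no-enzyme basal signal; the screen sought inhibitors and activators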
#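 Natural-substrate format: glycogen cleavage by 4 nM human enzyme, glucose read by Amplex Red coupling (Ex 573, Em 610 nm). Normalized to enzyme and no-enzyme controls.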
# LMNA splice mod = LMNA splicing modulation | 200,000 compounds, 0.01% hits | HeLa LMNA splicing GFP/RFP minigene ratio, 48 h | Potency, µM (doses to about 46.1 µM), without a hit: at the top dose ratio change, negative = inhibition, usual class: inhibitors | AID 1487; active = well fitted inhibition curve with a large enough effect in the signal ratio, with a control signal flat, not every such curve was filed as active; inconclusive = small, poorly fitted or top-dose-only effect, or effect the other way, or a change in a side signal; the % refers to the signal ratio; note: potency is the fitted concentration of half-maximal effect; % is set by controls: 0 for no effect and ±100 for the full control effect
#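 S3 HeLa cells stably expressing lamin A-EGFP splicing minigene plus DsRed2, 600 cells/well, 48 h compound exposure at 37C. Laser-scanning cytometry; analysed as GFP (500-530 nm)/RFP (575-640 nm) total intensity ratio; 0.5% DMSO vehicle.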
# GAA inh = blocks human lysosomal alpha-glucosidase; P10253; purified human GAA, 4-MU-alpha-glucoside fluorescence; Potency, µM (top dose mostly 76.9 µM), inactives show top-dose activity change, negative = inhibition, usual class: inhibitors; 200,000 compounds, 0.005% hits; AID 1466;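 note: potency is the fitted concentration of half-maximal effect; plate controls were uninhibited enzyme wells for no effect and no-enzyme background for full effect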
#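 Fluorogenic assay: 4 nM human alpha-glucosidase with 400 uM 4-methylumbelliferyl-alpha-D-pyranoside in 50 mM citrate/phosphate, 0.005% Tween-20, pH 5.0, 20 min at room temperature. Compounds tested up to 77 uM; AC50 from Hill fits.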
# CBFb RUNX1 block = inhibitors of human CBF-beta and RUNX1 interaction | Q01196+Q13951 | AlphaScreen CBFb-His/RUNX1-biotin binding, biochemical | Potency, µM (top dose mostly 59.8 µM), inactives show at the highest dose activity, negative = inhibition, usual class: inhibitors | 230,000 tested, under 10 active; note: % of control where 0% means no effect
# Target sequence (Q01196 whole entry, looked up): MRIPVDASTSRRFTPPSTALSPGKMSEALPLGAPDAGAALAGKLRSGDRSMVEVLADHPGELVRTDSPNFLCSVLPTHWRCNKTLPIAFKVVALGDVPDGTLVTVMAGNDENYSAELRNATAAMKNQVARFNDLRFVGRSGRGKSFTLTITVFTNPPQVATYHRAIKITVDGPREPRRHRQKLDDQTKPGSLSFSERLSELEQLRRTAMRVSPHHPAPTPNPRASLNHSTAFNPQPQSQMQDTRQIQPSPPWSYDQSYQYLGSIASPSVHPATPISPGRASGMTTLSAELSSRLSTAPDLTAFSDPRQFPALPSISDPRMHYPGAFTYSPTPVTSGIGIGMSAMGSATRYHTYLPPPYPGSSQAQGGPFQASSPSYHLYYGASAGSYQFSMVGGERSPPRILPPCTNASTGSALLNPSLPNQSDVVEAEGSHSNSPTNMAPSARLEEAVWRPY
# Target sequence (Q13951 whole entry, looked up): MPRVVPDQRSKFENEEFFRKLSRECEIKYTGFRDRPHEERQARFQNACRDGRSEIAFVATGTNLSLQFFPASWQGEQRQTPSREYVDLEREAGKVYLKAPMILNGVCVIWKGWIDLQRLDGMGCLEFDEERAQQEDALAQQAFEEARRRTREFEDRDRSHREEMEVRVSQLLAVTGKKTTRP
#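 Inhibition was taken as any reduction in AlphaScreen signal from the CBF-beta–RUNX1 pair (His and biotin tags, 30 nM each), measured after compound (15 min) and bead (90 min) incubations at room temperature.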
# The depositor's hits bear a star; ? = inconclusive; · = not tested or not shown; & = joins results of further samples; [ ] = dose if it differs, or a comment. Unless noted, calls come from the whole dose curve; as a rule, active = well fitted curve in the direction sought with a large enough effect; inconclusive = small, poorly fitted or top-dose-only effect, or another doubt; inactive = no such curve, though single readings can be large; an effect the other way counts as inactive or inconclusive.
1: CC1(C)CCC(C)(C)c2cc(C(=O)Nc3ccc(C(=O)O)cc3)ccc21
2: CCOC(=O)N1CCN(S(=O)(=O)c2cc([N+](=O)[O-])c(C)cc2C)CC1
3: COc1ccccc1Nc1nc(-c2cccc([N+](=O)[O-])c2)nc2ccccc12
4: Cc1cc(-c2nc(C)c(C(=O)NNC(=O)NC(C)C)s2)no1
5: COc1ccc(/C(=C/c2ccc(OC(F)F)c(OC)c2)C(=O)O)cc1OC
6: N#CC12CCCCC1CC1CCCCC1(C#N)N2Cc1cccnc1 (stereo not drawn)
7: COCCN(C(=S)Nc1ccc(OC)cc1)C1CCN(C(C)=O)CC1
8: N#CC1=C(N)Oc2cc(N)ccc2C1c1cccnc1 (stereo not drawn)

Compound | 1 | 2 | 3 | 4 | 5 | 6 | 7 | 8
aGlu spleen mod | 2.3%&5.6%&-6.0%&6.9% | 12.2% | 6.9% | -4.9% | 4.0% | -8.1% | -3.0% | 3.6%
HTT ATP protect | -22.8%&-45.4%&-51.4%&-10.4% | 13.6%[10 µM] | -23.6% | -2.6%[10 µM] | 23.6%[10 µM] | 4.0% | 14.6%[10 µM] | ·
HttQ103 aggreg | · | 8.0%[9.22 µM] | 8.9% | 2.2%[9.22 µM] | ? | 8.8% | 4.7% | -15.6%
GAA glycogen mod | · | 1.8% | ? | -28.9% | -0.5% | -3.4% | 5.9% | 2.8%
LMNA splice mod | · | · | -3.4%[0.0737 µM] | · | -12.4% | 5.5% | 5.0% | -8.2%
GAA inh | · | 5.6% | -7.0% | -3.7% | 3.2% | 3.6% | -1.9% | -2.9%
CBFb RUNX1 block | 8.3% | 1.7% | -15.5% | 1.7% | 4.7% | 2.0% | 4.6% | 0.2%

9: COc1cccc(N=Nc2c(=O)[nH]n3c(C)cc(C)nc23)c1
10: O=C(Cn1ncn2c(cc3ccccc32)c1=O)NCCC1=CCCCC1
11: COC(=O)C1=NN(c2ccccc2)C2(S1)S/C(=C\c1ccccc1)C(=O)N2c1ccccc1 (stereo not drawn)
12: CCCN1C(=O)/C(=C/c2ccc(N3CCOCC3)cc2)NC1=S
13: CS(=O)(=O)c1ccc2nc(NC(=O)c3ccc(Cl)nc3)sc2c1
14: NNC(=O)c1ccc(Cn2cc(Cl)cn2)cc1
15: CCOc1cc(C=O)ccc1OS(=O)(=O)c1ccc(NC(C)=O)cc1
16: O=C(CNc1n[nH]c(=O)[nH]c1=O)N/N=C/C=C/c1ccccc1

Compound | 9 | 10 | 11 | 12 | 13 | 14 | 15 | 16
aGlu spleen mod | -7.2% | -18.5% | 8.8% | -0.8% | -1.8% | 7.5% | 0.2% | 4.3%
HTT ATP protect | · | -17.6%[0.074 µM] | 3.0% | -12.8% | -76.8%[inhibitor] | · | ? | 2.7%[10 µM]
HttQ103 aggreg | -13.1% | 9.9%[9.22 µM] | 16.0% | 18.8% | 12.0% | -5.6% | -0.7% | 5.4%[9.22 µM]
GAA glycogen mod | 2.2% | -1.5% | 2.6% | ? | 3.0% | -2.0% | -3.2% | -0.3%
LMNA splice mod | 2.6% | 2.5% | ? | · | 1.3%[46 µM] | 4.8% | -14.4% | ·
GAA inh | -9.0% | 0.6% | -8.4% | -3.1% | -20.0% | 0.4% | ? | ·
CBFb RUNX1 block | -18.0% | -2.8% | -17.9% | 3.9% | -0.2% | -0.4% | -6.3% | -0.2%

17: CN(C)c1ccc(/C=N\Nc2nc(-c3ccccc3)cc(=O)[nH]2)cc1
18: Cc1cc(C)nc(NS(=O)(=O)c2cccs2)c1
19: CC1(C)OC2CO[C@]3(COS(N)(=O)=O)OC(C)(C)OC3C2O1 (stereo partly drawn)
20: Cc1ccccc1N1C(S)=C(C#N)C(=O)NC12CCCCC2
21: C=CCCCCCCC=C
22: COc1ccc(C(=O)NCC(=O)N=Nc2c(O)n(Cc3ccccc3)c3ccccc23)cc1OC
23: O=C(NNc1cccc(Cl)n1)Nc1cccc(Cl)c1
24: CCC(C)NC(=O)CC(c1ccc(OC)cc1)n1cccc1 (stereo not drawn)

Compound | 17 | 18 | 19 | 20 | 21 | 22 | 23 | 24
aGlu spleen mod | -1.9% | 4.1% | -0.7% | -6.4% | -5.7% | -6.2% | -7.0% | 7.5%
HTT ATP protect | · | · | 8.3% | -8.6%[10 µM] | -59.4%[inhibitor] | 17.0%[1.9 µM] | 15.9% | -3.2%
HttQ103 aggreg | -24.5% | 3.4% | -6.2% | -10.1% | · | ? | -16.1% | -2.2%
GAA glycogen mod | 4.2% | -0.5% | · | 8.8% | · | -6.3% | -28.7% | 3.8%
LMNA splice mod | -11.5% | 1.7% | -10.0% | -4.0% | · | -6.1% | 1.1% | 5.4%
GAA inh | -0.2% | -4.2% | · | ? | · | -4.1% | -3.4% | -3.7%
CBFb RUNX1 block | -10.3% | 11.3% | 10.9% | -13.7% | 17.1%[21.7 µM] | -19.7% | 6.7% | -2.6%

# Screen by screen, quoted from above.
# Compounds 19–22 in LMNA splice mod read -10.0%, -4.0%, ·, -6.1%

# (more compounds)
25: COc1ccc(S(=O)(=O)N2CCOCC2)cc1NC(=O)c1ccc(-n2nc(C)cc2C)cc1
26: CCOC(=O)c1ccc(NC(=O)C2CCCN(S(=O)(=O)c3cnc[nH]3)C2)cc1 (stereo not drawn)
27: CC1Cc2nc(SCC(=O)NCc3ccco3)n(-c3ccccc3)c(=O)c2S1 (stereo not drawn)
28: CC(NC(=O)COC(=O)/C=C/c1cccc(C(F)(F)F)c1)c1ccccc1 (stereo not drawn)
29: CCc1ncc(C)nc1CC
30: C=CCSc1nc2ccccc2n1Cc1nnc(-c2cccs2)o1
31: CCc1nc(NCCCN2CCOCC2)c2oc3ccccc3c2n1
32: CC1=NOC(=O)/C1=C\c1ccc(-c2ccc(Br)cc2)o1

Compound | 25 | 26 | 27 | 28 | 29 | 30 | 31 | 32
aGlu spleen mod | 0.9% | 7.8% | -2.1% | 0.8% | -3.1% | 1.9% | -1.4% | 3.4%
HTT ATP protect | 5.3%[10 µM] | -13.2% | -14.4% | · | 8.7%[10 µM] | -16.7% | -14.5%[0.074 µM] | -28.1%
HttQ103 aggreg | 15.0%[9.22 µM] | 19.7% | 6.7% | -9.8% | 5.7%[9.22 µM] | -25.5% | -0.8% | -14.3%
GAA glycogen mod | 3.2% | -16.8% | -8.3% | 1.1% | -0.6% | -2.0% | -1.2% | 4.4%
LMNA splice mod | · | 1.9% | -8.7% | 1.7% | · | 2.3% | -11.6% | ·
GAA inh | · | -5.0% | 1.2% | 6.8% | · | 14.1% | 1.9% | 3.0%
CBFb RUNX1 block | 10.8% | 2.3% | 4.6% | 11.1% | 15.5% | 1.5% | 10.6% | -7.3%

33: COc1ccc(CC(=O)NCc2ccc3c(c2)cc(C)n3C)cc1OC
34: CCOc1ccc(-c2c(C)n([O-])c3c([n+]2=O)CCCCC3)cc1
35: CC(=O)Nc1ccc(S(=O)(=O)N2CCN(C(=O)Cc3ccccc3)CC2)cc1
36: CCCCN(CC)C(=O)CSc1nc2ccccc2c(=O)n1CC1COc2ccccc2O1 (stereo not drawn)
37: Cc1ccc(S(=O)(=O)N2CCCCC2)cc1NC(=O)CNCc1ccco1
38: Cc1ccc2nc(/C(C#N)=C/c3cn[nH]c3-c3ccc(F)cc3)[nH]c2c1
39: COc1cc2c(c(OC)c1)C(c1ccncc1)CC(=O)N2 (stereo not drawn)
40: Nc1ccn(Cc2cccc(Cl)c2)n1

Compound | 33 | 34 | 35 | 36 | 37 | 38 | 39 | 40
aGlu spleen mod | -26.0% | -6.8% | -10.2% | -5.0% | 3.7% | -2.5% | -7.7% | 1.7%
HTT ATP protect | · | -13.1% | 24.1%[10 µM] | -69.6%[inhibitor] | -15.7%[10 µM] | -78.0%[inhibitor] | -8.9% | -34.7%
HttQ103 aggreg | 10.4% | 8.9% | -7.8% | ? | 2.1%[9.22 µM] | -5.3% | 4.8% | 3.0%
GAA glycogen mod | · | -9.9% | -14.7% | -10.7% | 16.4% | 6.8% | -24.6% | 1.7%
LMNA splice mod | · | · | -12.8% | 0.6% | ? | ? | -11.3% | -0.9%[46 µM]
GAA inh | -3.1% | -2.6% | ? | -8.6% | -5.6% | -3.2% | 4.1% | 4.5%
CBFb RUNX1 block | 1.9% | 2.6% | -2.0% | 2.8% | -3.0% | 2.2% | 12.0% | 2.7%

41: CS(=O)(=O)NN1C(=O)c2ccccc2NC1c1c[nH]c2ccccc12 (stereo not drawn)
42: COCCn1c(SCC(=O)Nc2cc(C)cc(C)c2)nnc1C(C)C
43: CC1CCC(C(C)C)C2=C1C(C#N)(C#N)C(C#N)(C#N)C(c1ccccc1)N2 (stereo not drawn)
44: Cc1cccc(COC[C@H](Cc2ccccc2)N2CCN(C(=O)c3cccc(Cl)c3)CCC2=O)c1
45: O=C(c1ccco1)N1CCN(C(=O)C2CC(c3ccc(Cl)cc3)=NO2)CC1 (stereo not drawn)
46: COC(=O)/C(C#N)=C/c1c(Oc2cc(C)cc(C)c2)nc2c(C)cccn2c1=O
47: CCCCNC(=O)CSc1nc2ccccc2c(=O)n1Cc1ccc2c(c1)OCO2
48: Cc1cc(C)c(NC(=O)Nc2ccccc2)c(Cl)c1

Compound | 41 | 42 | 43 | 44 | 45 | 46 | 47 | 48
aGlu spleen mod | -6.3% | -4.2% | 4.6% | -10.5% | -3.4% | -3.5% | 0.0% | 2.1%
HTT ATP protect | 30.1%[10 µM] | 6.7% | -4.1% | -2.8% | 6.2% | · | 4.9% | ·
HttQ103 aggreg | -15.6% | 23.8% | 8.2% | · | -15.9% | -9.9% | -7.4% | -1.0%
GAA glycogen mod | ? | 5.9% | ? | · | 9.4% | 11.8% | 11.8% | 10.9%
LMNA splice mod | -0.3% | -4.5% | ? | · | -21.9% | ? | 11.7% | -6.3%
GAA inh | ? | 10.5% | -4.0% | · | 1.7% | -0.1% | -0.9% | -3.0%
CBFb RUNX1 block | 6.1% | -3.9% | -11.2% | 9.9% | -1.0% | -2.5% | 2.3% | -2.8%

# Entries 42–43 of the list above:
42: COCCn1c(SCC(=O)Nc2cc(C)cc(C)c2)nnc1C(C)C
43: CC1CCC(C(C)C)C2=C1C(C#N)(C#N)C(C#N)(C#N)C(c1ccccc1)N2 (stereo not drawn)

Compound | 42 | 43
aGlu spleen mod | -4.2% | 4.6%
HTT ATP protect | 6.7% | -4.1%
HttQ103 aggreg | 23.8% | 8.2%
GAA glycogen mod | 5.9% | ?
LMNA splice mod | -4.5% | ?
GAA inh | 10.5% | -4.0%
CBFb RUNX1 block | -3.9% | -11.2%
